Screening results deposited in PubChem BioAssay by several laboratories.
PPARg SRC2 recr: promotes SRC-2 coactivator recruitment by human PPARgamma. P37231. PPARgamma LBD-SRC-2 recruitment, biochemical. activation, % at 8 µM. 0.34% of 200,000 active. AID 1032; in the data active = activation above about 22%;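 also: 0% = vehicle and 100% = reference agonist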
Target sequence (P37231 whole entry, looked up, the tested form may be a part): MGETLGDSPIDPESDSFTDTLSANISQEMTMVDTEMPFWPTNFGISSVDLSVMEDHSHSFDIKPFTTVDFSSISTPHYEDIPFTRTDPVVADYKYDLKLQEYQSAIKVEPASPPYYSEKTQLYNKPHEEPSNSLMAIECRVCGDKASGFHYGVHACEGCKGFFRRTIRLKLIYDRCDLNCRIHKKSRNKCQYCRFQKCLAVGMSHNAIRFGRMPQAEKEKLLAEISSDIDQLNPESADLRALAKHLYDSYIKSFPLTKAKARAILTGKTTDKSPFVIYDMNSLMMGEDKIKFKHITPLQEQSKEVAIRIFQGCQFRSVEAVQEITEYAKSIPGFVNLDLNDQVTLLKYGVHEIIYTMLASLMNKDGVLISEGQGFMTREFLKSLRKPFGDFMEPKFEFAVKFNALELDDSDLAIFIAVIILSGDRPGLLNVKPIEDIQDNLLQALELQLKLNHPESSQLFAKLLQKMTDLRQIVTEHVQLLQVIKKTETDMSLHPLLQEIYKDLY
S1P3 antagonist: blocks the human S1P3 receptor | CHO S1P3 NFAT-BLA reporter, FRET fluorescence, antagonist mode | inhibition, % at 4.98 µM | 0.27% of 170,000 active;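 active = inhibition above the plate cutoff, the mean inhibition of test wells on that plate plus 3 SD, cut at about 28% in these data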;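 also: cells challenged with S1P at its EC80 of 0.8 µM; blue over green emission ratio from cleaved BLA substrate after 4 h stimulation; 0% = S1P-stimulated wells and 100% = unstimulated DMSO-only wells; some compounds past the cut are filed as inactive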
Target sequence (Q99500 whole entry, looked up): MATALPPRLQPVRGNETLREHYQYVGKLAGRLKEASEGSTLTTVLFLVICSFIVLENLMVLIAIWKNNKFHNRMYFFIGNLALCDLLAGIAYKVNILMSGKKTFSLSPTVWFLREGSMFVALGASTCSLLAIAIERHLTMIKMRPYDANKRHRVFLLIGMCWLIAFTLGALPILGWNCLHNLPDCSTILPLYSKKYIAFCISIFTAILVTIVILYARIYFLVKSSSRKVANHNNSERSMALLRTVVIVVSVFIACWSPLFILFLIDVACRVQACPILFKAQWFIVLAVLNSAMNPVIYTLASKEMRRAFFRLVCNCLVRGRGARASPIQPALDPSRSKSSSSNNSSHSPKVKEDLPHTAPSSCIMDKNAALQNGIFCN
TLR4 MyD88 comp: TLR4-MyD88 interaction inhibition in cells; O00206+Q99836; 0.18% of 200,000 active; inhibition, % at 8.4 µM; AID 861; HeLa CL3-4 TLR4/MyD88 BLA complementation, FRET ratio; in the data active = inhibition above about 25%;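 also: 0% = vehicle and 100% = reference inhibitor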
bIAP inhibitor: blocks bovine intestinal alkaline phosphatase activity. 190,000 tested, under 10 active. purified bovine IAP, CDP-star luminescence, 30 min. inhibition, % at 20 µM;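 active = over 50% inhibition of intestinal alkaline phosphatase at 20 µM in the single-dose screen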
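test system = bovine IAP enzyme | medium = DEA buffer 100 mM, pH 9.8, with MgCl2 1.0 mM, ZnCl2 0.02 mM | detection = luminescence | dosing = single compound dose of 20 µM, 2% DMSO final | incubation = 30 min reaction at room temperature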
ROMK primary: human ROMK K+ channel modulation, primary screen; P48048; Tet-inducible ROMK, thallium flux fluorescence; actives lie on both sides; B-score at 10 µM; 2% of 130,000 active; AID 1918;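 active = signal ratio slope over the read window, or its plate-corrected B-score, at least 3 SD from the plate mean, either direction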;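 also: B-score of the F/F0 ratio slope over 7 to 12 s after thallium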
L major viab: Leishmania major promastigote growth inhibition. Leishmania major promastigotes, resazurin fluorescence viability. inhibition, % at 10 µM. 9% of 200,000 active; in the data active = inhibition above about 50%;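 also: promastigotes grown with compound for 44 hours at 28 °C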
DTT redox prof: compounds producing H2O2 with reducing agent – biochemical, NIH compound library profiling, artefact control for MLSCN library redox annotation, primary screen. DTT-dependent redox cycling H2O2, phenol red/HRP absorbance; 100% = 100 µM peroxide control, 0% = buffer. activation, % at 10 µM. 0.03% of 200,000 active. AID 878;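 active = activation of at least 50% relative to the plate's high and low controls in the primary single-dose screen; inactive = activation below 50%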;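 also: compound incubated with DTT at 0.8 mM final as the reducing agent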
SRC2 TRFRET art: flags TR-FRET format artefacts in PPARgamma SRC-2 recruitment agonist screen | 0.4% of 200,000 active | TR-FRET ratio at 8 µM | TR-FRET artefact counter-screen; stronger effect = higher value | AID 1049; in the data active = TR-FRET ratio above about 2000; also: inactives centre near 1500
PPARg SRC-1 ag: PPARgamma-driven SRC-1 recruitment agonism; P37231; PPARgamma-SRC-1 coactivator recruitment biochemical assay; activation, % at 8 µM; 0.41% of 200,000 active; AID 631; in the data active = activation above about 19%;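 also: 0% = DMSO and 100% = reference agonist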
bIAP activator: increases bovine intestinal alkaline phosphatase activity; purified bovine IAP, CDP-star luminescence, 30 min; stronger effect = higher value; fold of DMSO-control signal, blank-subtracted; activation factor at 20 µM; 0.17% of 200,000 active;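 active = activation factor of 2 or more at 20 µM, a signal rise over negative controls twice the positive control's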
PPARg SRC-3 ag: PPARgamma-driven SRC-3 recruitment agonism. biochemical PPARgamma/SRC-3 coactivator recruitment assay. 0.26% of 200,000 active. activation, % at 8 µM; in the data active = activation above about 23%;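 also: 0% = DMSO and 100% = reference agonist; some compounds past the cut are filed as inactive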
Active calls of the source: *; x = not tested or not shown.

item	compound	PPARg SRC2 recr	S1P3 antagonist	TLR4 MyD88 comp	bIAP inhibitor	ROMK primary	L major viab
1	CC(C)(C)S(=O)(=O)/C(C#N)=N/Nc1ccc(S(N)(=O)=O)cc1	-5	-13	9	-18	0.18	-13
2	CC(C)Cc1ccc(S(=O)(=O)N2CCOCC2)cc1	12	x	-7	-3	1.5	-8
3	O=C(c1noc2c1CCCC2)N1CCN(c2ccccc2)CC1	1	-9	5	11	x	-8
4	Cc1cc(NC(=O)COC(=O)COc2ccc(Cl)cc2C)c([N+](=O)[O-])cc1C	6	2	4	7	0.59	3
5	OCCC1CN(Cc2cccc3nonc23)CCN1C1CCCCC1 (stereo not drawn)	-7	-4	8	16	-0.54	2
6	Cc1cc(=O)[nH]c(SCC(=O)Nc2nnc(SCc3ccccc3)s2)n1	-1	-22	1	-1	0.93	-4
7	COc1ccc(NC(=O)CN(C2CCCCC2)S(C)(=O)=O)cc1Cl	-11	x	-2	9	-1.1	3
8	N#CCCCSc1ncccc1-c1nc2ccccc2[nH]1	1	5	-22	x	-0.03	0
9	O=C(NC1CCCC1)C(c1ccncc1)N(Cc1cccs1)C(=O)c1csnn1 (stereo not drawn)	8	7	-9	2	1.8	0
10	COc1ccc(OCCCC(=O)NCCc2ccccc2)cc1	-11	-7	2	-8	-0.12	1
11	COc1cc(C2NC(C(=O)O)Cc3c2[nH]c2ccccc32)cc(OC)c1OC (stereo not drawn)	11	x	1	-11	-0.059	-2
12	CCC(=O)N1CCN(c2ccc(NC(=O)c3c(F)c(F)c(OC)c(F)c3F)cc2)CC1	1	x	7	0	x	1

item	DTT redox prof	SRC2 TRFRET art	PPARg SRC-1 ag	bIAP activator	PPARg SRC-3 ag
1	-1.7	1454	0	1.2	-3
2	0.1	1517	1	1	0
3	-2.5	1570	2	0.9	-3
4	-0.3	1531	-3	0.9	0
5	1.1	1614	-3	0.8	-2
6	-0.9	1582	6	1	8
7	1.4	1383	-2	0.9	-9
8	1.9	1561	1	x	25
9	0.7	1500	0	1	-3
10	2.7	1564	10	1.1	2
11	0.4	1649	1	1.1	2
12	0.0	1420	5	1	-8

(further entries)
item	compound	PPARg SRC2 recr	S1P3 antagonist	TLR4 MyD88 comp	bIAP inhibitor	ROMK primary	L major viab
13	Cc1ccc(-n2cc(CNCCn3nc(C)cc3C)c(-c3ccc(F)cc3)n2)cc1	-8	-7	8	-9	-1.8	63*
14	Cc1ccc(S(=O)(=O)N2CCN(CC(=O)N/N=C/c3ccc(Br)s3)CC2)cc1	-3	-6	-7	0	0.0076	3
15	CC(=O)c1cccc(NC(=O)CN(Cc2ccccc2)S(C)(=O)=O)c1	3	24	-5	7	x	3
16	Cc1cccc(-c2nnc(SCC3CNC(=O)O3)n2-c2ccc(Cl)cc2)c1 (stereo not drawn)	11	-4	-9	7	x	96*
17	COc1ccc(C(C(C(=O)c2ccco2)N2CCOCC2)N2CCOCC2)cc1 (stereo not drawn)	1	-31	7	1	x	-4
18	COc1ccc(NC(=O)CSc2nccc(C)n2)cc1	1	10	14	5	-0.033	-4
19	CC(C)CCN(C(=O)Cc1ccccc1F)c1c(N)n(Cc2ccccc2)c(=O)[nH]c1=O	-2	-33	-11	-5	-0.16	-1
20	COC(=O)c1sc(N)c(C(=O)OC)c1COC(=O)C1CC(=O)N(Cc2ccco2)C1 (stereo not drawn)	2	-4	-8	-5	x	51*
21	CCC1(C)CC(c2nc(-c3ccc(OC)cc3)cs2)CCS1 (stereo not drawn)	-3	-6	-18	7	0.1	-2
22	CCC(C)[C@H](NC(=O)NC1CC1)C(=O)O (stereo partly drawn)	-3	-11	-1	-6	x	-3
23	CC(C)(C)C1CCC(OC(=O)CCC(=O)Nc2ccccc2)CC1 (stereo not drawn)	-1	7	-2	13	x	-4
24	Cc1nc(-c2ccccc2O)n(S(=O)(=O)N(C)C)n1	7	6	8	6	0.027	-3

item	DTT redox prof	SRC2 TRFRET art	PPARg SRC-1 ag	bIAP activator	PPARg SRC-3 ag
13	0.0	1292	2	1.1	-1
14	0.4	1480	-2	1	0
15	0.3	1579	5	0.9	12
16	-0.4	1770	6	0.9	8
17	1.0	1417	-5	1	-2
18	0.9	1418	-4	1	12
19	-0.8	1646	-3	1.1	3
20	3.5	1414	1	1.1	-6
21	1.0	1512	0	0.9	3
22	0.1	1553	2	1.1	5
23	-0.2	1545	5	0.9	0
24	1.9	1627	2	0.9	21

The final 3 entries of the section before are carried over, then new ones follow.
item	compound	PPARg SRC2 recr	S1P3 antagonist	TLR4 MyD88 comp	bIAP inhibitor	ROMK primary	L major viab
22	CCC(C)[C@H](NC(=O)NC1CC1)C(=O)O (stereo partly drawn)	-3	-11	-1	-6	x	-3
23	CC(C)(C)C1CCC(OC(=O)CCC(=O)Nc2ccccc2)CC1 (stereo not drawn)	-1	7	-2	13	x	-4
24	Cc1nc(-c2ccccc2O)n(S(=O)(=O)N(C)C)n1	7	6	8	6	0.027	-3
25	CCCSC1=N/C(=C\c2ccc3c(c2)OCO3)C(=O)S1	-3	x	6	37	-0.89	-8
26	Cc1ccccc1Oc1nnc(-c2cccs2)c2ccccc12	3	8	2	6	x	45
27	CSc1ccccc1C(=O)C1CCCN(C(=O)NC(C)C)C1 (stereo not drawn)	9	-9	6	-23	0.11	0
28	Cc1ccc(C(=O)NCC(=O)OCC(=O)NCCc2ccccc2)s1	-1	-2	0	-8	-0.36	-6
29	CCOC(=O)c1cc2occc2n1Cc1ccc(F)cc1	2	x	-1	27	0.47	-8
30	COc1ccc(OCc2nnc3n2N=C(c2ccc(C)cc2)CS3)cc1	-11	1	-3	15	x	-3
31	Cn1c(=O)cc(OCC(=O)NCCC2=CCCCC2)c2ccccc21	-1	-12	4	5	x	10
32	O=[N+]([O-])c1ccccc1/C=C/C=N/n1c(-c2ccc(Cl)cc2)n[nH]c1=S	16	x	-5	9	x	1
33	CCC(C)n1c(-c2ccco2)nc2nc3ccccc3nc21 (stereo not drawn)	-3	x	-15	8	x	41
34	CCOc1ccc(NC(=O)CN2CCN(CC(=O)Nc3cccc(F)c3)CC2)cc1	-6	25	4	0	-0.54	-2
35	Cn1nccc1C(=O)c1ccc(Cl)cc1	5	-8	2	1	0.36	-2
36	O=C(Cc1ccccc1)NN1C(=O)C2C3C=CC(C3)[C@@H]2C1=O (stereo partly drawn)	-2	-3	3	-2	0.54	-7

item	DTT redox prof	SRC2 TRFRET art	PPARg SRC-1 ag	bIAP activator	PPARg SRC-3 ag
22	0.1	1553	2	1.1	5
23	-0.2	1545	5	0.9	0
24	1.9	1627	2	0.9	21
25	0.5	1375	-2	0.6	-7
26	0.1	1502	2	0.9	2
27	-1.2	1515	-7	1.2	-2
28	0.3	1754	4	1.1	4
29	0.0	1579	-1	0.7	6
30	-0.7	1551	1	0.9	-3
31	-0.5	1469	6	0.9	6
32	-6.4	1658	8	0.9	13
33	-2.5	1440	7	0.9	8
34	-0.3	1639	-3	1	-3
35	-0.1	1503	-3	1	3
36	-0.3	1513	-1	1	3

Following part.
item	compound	PPARg SRC2 recr	S1P3 antagonist	TLR4 MyD88 comp	bIAP inhibitor	ROMK primary	L major viab
37	COc1cccc(C2CC(c3ccc(Cl)cc3Cl)n3nc(N)nc3N2)c1 (stereo not drawn)	-1	-20	-4	-4	x	5
38	CC1(CCc2ccccc2)NC(=S)N(c2ccccc2)N1 (stereo not drawn)	-2	-2	-5	11	-0.2	70*
39	C=CCNC(=O)c1ccccc1NC(=O)c1cccc2ccccc12	3	x	-12	9	-0.91	7
40	Cc1nc(=S)n(-c2ccccc2)[nH]1	1	5	12	6	x	-5
41	Cc1cc(C)n(-c2nnc(C)n2N)n1	2	-16	-1	6	x	-4
42	Cn1c(=O)n(CCc2ccccc2)c(=O)c2c1ncn2Cc1ccccc1	2	x	6	11	-1.3	6
43	O=C(Nc1nc2ccc([N+](=O)[O-])cc2s1)c1ccco1	3	-2	13	10	0.079	-4
44	Cc1cccc(S(=O)(=O)N2CCC(CO)(Cc3ccccc3)CC2)c1	9	2	0	-7	0.66	5
45	NC(=O)c1cc2n(n1)C(C(F)(F)F)CC(c1ccco1)N2 (stereo not drawn)	-2	-10	-15	2	x	-5
46	CCCCc1ccc(NC(=S)Nc2ccc(Cl)c(S(=O)(=O)N(C)C)c2)cc1	-4	-9	-13	-6	-0.34	87*
47	COC(=O)/C=C/c1ccc(OC(=O)c2ccncc2)cc1	-3	2	-14	3	-1.3	-8
48	Cc1ccnc(N=Cc2nc(-c3ccccc3Br)oc2O)c1	5	-13	4	-3	x	9

item	DTT redox prof	SRC2 TRFRET art	PPARg SRC-1 ag	bIAP activator	PPARg SRC-3 ag
37	-0.5	1785	2	1	3
38	0.2	1574	3	0.9	4
39	0.2	1757	5	0.9	2
40	0.1	1566	-4	0.9	1
41	-0.8	1365	5	0.9	-2
42	0.2	1383	-9	0.9	6
43	0.1	1639	0	0.9	4
44	-0.1	1645	14	1.1	3
45	2.8	1537	-6	1	-7
46	0.2	1549	2	1.1	1
47	0.1	1406	-3	1	-2
48	-0.9	1650	6	1	0

Screen by screen, as entered above:
Nos. 5–11 in ROMK primary: -0.54, 0.93, -1.1, -0.03, 1.8, -0.12, -0.059
Nos. 5–11 in PPARg SRC-3 ag: -2, 8, -9, 25, -3, 2, 2
